# MC4R antagonist = antagonists of human melanocortin 4 receptor (MC4R). inhibition, % at 6.5 µM. MC4R-expressing cells, MTII-stimulated cAMP, LANCE TR-FRET. P32245. 0.48% of 360,000 active;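 active = inhibition above its plate's cutoff, the mean of tested wells on that plate plus 3 SD, cut at about 29% in these data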;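 also: 0% = Melanotan II alone and 100% = Melanotan II plus saturating MCL0020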
# Target sequence (P32245 whole entry, looked up): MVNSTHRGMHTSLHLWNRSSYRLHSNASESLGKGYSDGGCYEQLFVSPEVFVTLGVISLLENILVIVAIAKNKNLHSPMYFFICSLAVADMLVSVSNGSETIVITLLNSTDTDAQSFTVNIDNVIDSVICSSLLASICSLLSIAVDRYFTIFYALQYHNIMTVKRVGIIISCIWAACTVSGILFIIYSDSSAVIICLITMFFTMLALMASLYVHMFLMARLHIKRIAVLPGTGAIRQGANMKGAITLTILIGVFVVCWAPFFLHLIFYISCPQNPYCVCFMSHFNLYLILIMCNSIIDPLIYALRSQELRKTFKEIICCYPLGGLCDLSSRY
#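 System – human MC4R-expressing U2OS cells · Also added – Melanotan II · Dosing – one concentration, 6.5 µM nominal · Timing – 30-min compound, 1-h challenge, 1-h detection, room temperature · Measured by – Eu-cAMP/anti-cAMP TR-FRET, emission 671 nm · Replicates – singlicate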
# iPSC survival up = increases survival of single human iPS cells; hiPSC single-cell survival, ATPlite luminescence; 100% = ROCK inhibitor wells, 0% = DMSO; survival enhancement, % at 20 µM; 0.044% of 360,000 active; AID 602274; in the data active = survival enhancement above about 18%;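 also: cells exposed to compounds for 16 hours before the ATP read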
# ABCB6 inh 2 = human ABCB6 transporter inhibition; 0.19% of 360,000 active; AID 602162; Q9NP58; fluorescence ratio to DMSO, % at 10 µM; K562-ABCB6 porphyrin accumulation, flow cytometry, 1 h; hits give low values;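 active = fluorescence ratio to DMSO below 75%, the collection mean minus 3 SD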;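 also: signal is porphyrin accumulated inside mitochondria; 100% equals median channel fluorescence of DMSO control wells; lower ratio means ABCB6 inhibition with less porphyrin fluorescence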
# ABHD5 PLIN5 PPI = ABHD5-PLIN5 protein interaction inhibition. Split G. princeps luciferase complementation, luminescence, 4 h. 0.78% of 360,000 active. inhibition, % at 4 µM;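 active = inhibition above the mean inhibition across every tested compound plus 3 SD, cut at about 22% in these data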;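 also: 0% = DMSO only wells and the 100% control is not disclosed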
# Cardio protect = protects H9c2 cardiomyocytes from peroxide injury | H2O2 injury protection, ATPLite, 2 h | protection from H2O2 cell death, % at 20 µM | 0.63% of 360,000 active;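 active = compounds giving at least 50% protection of heart cells from peroxide-induced death in the single-dose screen, raw or plate-pattern-corrected value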;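 also: 0% = DMSO wells with peroxide and 100% = DMSO wells without peroxide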
# MC4R ag barr = human MC4R agonism via beta-arrestin. P32245. U2OS MC4R beta-arrestin complementation, luminescence; percent of melanotan II response, DMSO zero. activation, % at 8.9 µM. 0.98% of 360,000 active;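 active = activation above a per-plate cutoff, the mean activation of sample wells on that plate plus 3 SD, cut at about 8% in these data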
# N-glyco inh = N-linked glycosylation inhibition. D54 ERlucT glycosylation luciferase reporter, 24 h; percent of 100 nM tunicamycin response. reporter increase, % at 12.5 µM. 0.23% of 360,000 active;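 active = mean luciferase reporter signal, scaled so untreated is 0 and the glycosylation-blocking control 100, at or above a set limit in every replicate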;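 also: luciferase carries N-glycosylation sites so blocking glycosylation raises the light; 0% = median of neutral control wells and 100% = median of 100 nM tunicamycin wells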
# Exocytosis inh = blocks lytic granule exocytosis; TALL-104 LAMP-1 surface exposure, flow cytometry; cells stimulated with thapsigargin and PMA; inhibition, % at 10 µM; 0.66% of 360,000 active; AID 651702;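 active = inhibition above about 55%, limit read from the data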
# aDG glyco act = increases alpha dystroglycan glycosylation; activation, % at 10 µM; AID 624168; 0.22% of 360,000 active; Pro5-aDG cells, alpha-DG glycosylation AlphaScreen (IIH6); 0% Pro5, 100% B10-LARGE cell signal;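 active = activation of at least 8% versus controls, or a plate z-score of at least 8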;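 also: Pro5 are CHO cells carrying HIG-tagged alpha-DG that lacks glycosylation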
# HTR2A ag = agonists of mouse serotonin 5-HT2A receptor (HTR2A). P35363. CHO-K1 mHTR2A beta-arrestin complementation, luminescence; percent of 30 µM serotonin response. activation, % at 7.6 µM. 0.66% of 360,000 active;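 active = activation above a run cutoff, the mean activation of all tested compounds plus 3 SD, cut at about 14% in these data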;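 also: 0% = plate median of compound wells and 100% = 30 µM serotonin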
# Target sequence (P35363 whole entry, looked up): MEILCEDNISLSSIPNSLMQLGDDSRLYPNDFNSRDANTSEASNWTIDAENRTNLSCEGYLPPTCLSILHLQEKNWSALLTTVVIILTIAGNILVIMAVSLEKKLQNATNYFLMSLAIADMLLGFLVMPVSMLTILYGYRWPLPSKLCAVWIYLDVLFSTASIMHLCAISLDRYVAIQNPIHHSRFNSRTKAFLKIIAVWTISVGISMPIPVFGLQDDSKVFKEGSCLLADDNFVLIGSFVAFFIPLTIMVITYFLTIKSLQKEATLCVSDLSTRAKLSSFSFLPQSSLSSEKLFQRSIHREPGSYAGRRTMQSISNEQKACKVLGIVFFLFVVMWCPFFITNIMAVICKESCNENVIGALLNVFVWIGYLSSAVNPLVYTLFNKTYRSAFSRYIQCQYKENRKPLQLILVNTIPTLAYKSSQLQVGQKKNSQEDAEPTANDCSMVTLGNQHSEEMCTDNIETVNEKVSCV
# * marks the source's active call; other numbers are inactive results; . = no result given.
no.	canonical_smiles	MC4R antagonist	iPSC survival up	ABCB6 inh 2	ABHD5 PLIN5 PPI	Cardio protect
1	C/C(=N\O)C(=O)OC1CC(C)CCC1C(C)C (stereo unspecified)	3	1.3	98	-5	-10
2	CCOC(=O)N1CCN(C(=O)C[C@@H]2C[C@@]3(C(=O)OCC)CCC=C3N(Cc3cccc4ccccc34)C2=O)CC1	.	-0.6	102	4	.
3	Cn1c(CNC(=O)c2ccc(F)cc2)nc2ccccc21	6	-3.0	101	2	1
4	Cc1ccc(NC(=O)c2c(C(=O)Nc3ccccc3)sc3nc(C)cc(=O)n23)cc1	4	0.9	97	-4	1
5	Cn1c(N)c(C(=O)COc2ccc(Cl)cc2Cl)c(=O)n(C)c1=O	11	3.6	96	4	20
6	CCOC(=O)COc1ccc(S(=O)(=O)c2ccc(OCC(=O)OCC)cc2)cc1	23	1.7	95	-6	24
7	COC(=O)/C(=C\C=C\c1ccccc1)NC(=O)c1ccccc1	-4	-1.6	92	7	-2
8	O=C1NC(=S)S/C1=C\c1ccc(SCc2ccccc2)o1	-12	-0.6	99	-1	-23
9	CC1(C)Cc2cccc(OCC(=O)OCC(=O)Nc3ccc(S(N)(=O)=O)cc3)c2O1	14	-2.7	100	-3	2
10	Cc1csc(NC(=O)CSc2nncn2C)n1	3	3.0	98	-2	4
11	CCN(CCn1cccn1)Cc1cn[nH]c1-c1ccc(OC)cc1F	8	0.6	101	0	-10
12	Cc1ccc(C(=O)COC(=O)CSc2cccc3cccnc23)c(C)c1	3	-3.1	88	-6	-7

no.	MC4R ag barr	N-glyco inh	Exocytosis inh	aDG glyco act	HTR2A ag
1	1.8	-1	-1	0.4	3
2	.	.	-7	0.1	2
3	0.6	0	-1	-0.4	3
4	-0.6	-1	-1	-0.2	5
5	-2.6	-6	-1	-0.3	-1
6	-0.1	4	-2	0.0	0
7	-1.2	0	-2	-0.2	0
8	-3.8	0	12	0.5	-1
9	0.7	2	-2	0.0	2
10	1.6	1	0	-0.2	3
11	4.8	-1	-1	0.1	1
12	-1.6	1	1	0.2	0

# Going on with the list:
no.	canonical_smiles	MC4R antagonist	iPSC survival up	ABCB6 inh 2	ABHD5 PLIN5 PPI	Cardio protect
13	CCc1noc(C)c1C(=O)OC(C)C(=O)NCc1ccc(OC)cc1 (stereo unspecified)	-3	-0.4	97	1	5
14	O=C(O)/C=C\C(=O)Nc1ccccc1C(=O)NCc1ccccc1	0	2.1	88	-1	13
15	CC1CCCCN1C(=O)CNCc1ccc(F)cc1 (stereo unspecified)	-3	-0.4	95	-1	8
16	CC(=O)Nc1ccc2c(c1)nc1n2CCOC1	-5	-0.2	96	2	4
17	CN(CC(=O)Nc1cccc(F)c1)C(=O)C1CSC2(C)CCC(=O)N12 (stereo unspecified)	0	-0.4	96	4	-2
18	COC(=O)Cn1nnc(N2CCOCC2)n1	-2	-0.5	97	-1	6
19	Nc1cccc2c3c(oc12)CCCC3	2	-0.4	98	-1	-3
20	COc1ccc(C(=O)NC(C)c2ccncc2)cc1S(=O)(=O)N(C)Cc1ccccc1 (stereo unspecified)	3	-1.1	98	10	4
21	COc1ccc(-c2ccnc3ncnn23)cc1	6	1.5	98	-7	15
22	CC(=O)N1C[C@H]2CON(C)[C@H]2C[C@H]1c1ccc(-c2ccccc2)cc1	14	-1.2	100	6	-3
23	CC(C)CCC1(C)NC(=O)N(CC(=O)c2ccc[nH]2)C1=O (stereo unspecified)	8	-0.6	97	-7	3
24	Cc1cc(C)c2nc(NC(=O)c3ccco3)sc2c1	1	0.8	101	-3	-6

no.	MC4R ag barr	N-glyco inh	Exocytosis inh	aDG glyco act	HTR2A ag
13	-0.4	0	-2	0.2	6
14	-1.4	-2	1	0.0	1
15	-1.7	2	24	0.0	12
16	0.2	3	-1	-0.3	2
17	1.0	-1	5	0.1	0
18	-2.7	2	-6	0.0	-4
19	-0.6	0	18	0.0	7
20	-1.4	-2	-1	0.1	-2
21	-3.5	5	2	0.1	-1
22	0.2	-1	1	-0.1	-4
23	0.5	-2	-4	0.0	-9
24	-1.5	-17	0	-0.7	-2

# Carrying on.
no.	canonical_smiles	MC4R antagonist	iPSC survival up	ABCB6 inh 2	ABHD5 PLIN5 PPI	Cardio protect
25	Cc1ccc(-c2nc3cnccn3c2Nc2ccc3c(c2)OCO3)o1	14	0.3	96	18	4
26	NS(=O)(=O)c1ccc(N2CCCC2=O)c([N+](=O)[O-])c1	14	2.0	97	-1	-2
27	CCn1c(SCC(=O)Nc2nccs2)nnc1-c1ccncc1	3	5.0	90	-3	4
28	COc1ccc(CC2NCCC3=CC(=O)CCC32)cc1O (stereo unspecified)	3	-1.9	103	-1	1
29	O=C(c1cc2ccccc2cc1O)N1CCN(c2ccccn2)CC1	6	-0.3	102	3	-3
30	CCN1CCCC1CNC(=O)CN(C)S(=O)(=O)c1ccc(Cl)cc1 (stereo unspecified)	8	-0.5	93	3	4
31	Cc1ccc(NC(=O)CN(C)C(=O)CSc2nncn2C)cc1	-2	2.1	105	7	2
32	c1ccc(NC2=Nc3ccccc3CS2)cc1	-6	0.3	104	0	-6
33	COc1cccc2c1OCC(C(=O)NCc1ccc(Cl)cc1Cl)=C2	-2	-1.8	93	-8	-10
34	Cc1cccc(C(=O)Nc2ccccc2C(=O)NCc2ccco2)c1	-4	-0.2	94	8	0
35	N#Cc1c(NC(=O)CSc2nc(-c3ccccc3)cc(C(F)(F)F)n2)sc2c1CCC2	4	1.5	100	-2	-6
36	O=C(CCc1ccccc1F)N1CCN(c2ccccc2)CC1	-4	-0.5	99	-4	12

no.	MC4R ag barr	N-glyco inh	Exocytosis inh	aDG glyco act	HTR2A ag
25	0.0	-1	2	0.0	10
26	-0.8	2	-2	1.0	0
27	5.5	2	-1	0.1	-3
28	-0.6	2	-5	-0.1	-4
29	0.2	0	7	0.0	1
30	-0.4	1	36	-0.2	3
31	-1.2	1	-3	0.0	-1
32	-0.7	-1	-1	0.1	-2
33	-0.3	0	-2	0.0	0
34	1.6	-1	-10	-0.1	3
35	1.1	-10	-3	0.3	4
36	-1.0	2	6	-0.1	-4

# Next section.
no.	canonical_smiles	MC4R antagonist	iPSC survival up	ABCB6 inh 2	ABHD5 PLIN5 PPI	Cardio protect
37	CN(CC(=O)N1CCN(c2ccccc2F)CC1)S(=O)(=O)c1cnc[nH]1	4	-1.1	85	6	5
38	O=C(Nn1c(-c2ccncc2)nc2ccccc2c1=O)c1ccccc1Br	23	-0.9	100	-1	-5
39	Cc1ccc(C)c(NC(=O)CCN2CCc3ccccc3C2)c1	-1	-0.4	97	-4	-6
40	CCN(CC)CCCNc1nc2cc(OC)c(OC)cc2c2nc(-c3cccnc3)nn12	-15	-5.4	92	0	12
41	COc1cccc(-c2ncc3ccccc3c2COC(=O)c2ccccc2C(=O)O)c1	15	-1.9	95	5	3
42	Cc1ccc(S(=O)(=O)Nc2nncs2)cc1	6	-0.9	95	-1	-4
43	COc1ccc(CCN=C(N)Nc2nc(C)cc(C)n2)cc1	-5	1.1	101	-1	-15
44	Cc1nn(-c2ccc(N3CCOCC3)nn2)c(C)c1CCC(=O)Nc1ccccc1	12	-0.4	100	2	-2
45	Cc1ccc(Cl)c(OCCCN(C)Cc2ccccc2)c1	-5	0.0	96	10	0
46	Cc1cc(OCCN2CCCC2)cc(C(C)C)c1	0	-2.0	94	-2	3
47	O=C(O)C(NS(=O)(=O)c1ccc(F)cc1)c1ccccc1 (stereo unspecified)	4	-2.4	97	-1	2
48	CN(N)c1nc(-c2ccccc2)cc(-c2ccccc2)n1	-2	-0.3	96	-1	15

no.	MC4R ag barr	N-glyco inh	Exocytosis inh	aDG glyco act	HTR2A ag
37	-1.2	0	3	-0.2	-1
38	0.7	-1	-1	0.5	1
39	-1.4	1	2	0.1	-4
40	-0.4	11	4	0.2	-2
41	-0.9	1	25	0.0	1
42	-0.8	1	-2	-0.4	-2
43	-1.4	-7	10	0.6	0
44	-3.9	0	-2	0.0	-7
45	0.8	-1	-1	0.1	-11
46	-1.7	1	-2	0.2	-6
47	1.3	-1	-3	0.0	8
48	-0.2	1	-6	-0.2	1

# New compounds follow:
no.	canonical_smiles	MC4R antagonist	iPSC survival up	ABCB6 inh 2	ABHD5 PLIN5 PPI	Cardio protect
49	CCOC(=O)C1CCN(C(=O)c2sc3nc(-c4ccc(F)cc4)cn3c2C)CC1	5	-0.6	95	3	2
50	CN(C(=O)c1cccc(NC(=O)Cc2ccc(NC(=O)C3CCN(C(=O)C4CCC4)CC3)cc2)c1)C1CCC1	-4	1.5	97	9	-7
51	CCCn1c(SCC(=O)OCc2ccccc2)nc2c1c(=O)n(C)c(=O)n2C	6	1.1	98	-1	0
52	CCN1CCN(Cc2c(O)ccc3c(C)cc(=O)oc23)CC1	6	-0.2	96	-1	9
53	Cc1nc(NC(=O)CSc2nnc(C3CC3)n2C)sc1C(=O)N(C)C	7	-0.1	97	-1	4
54	CCn1c(SCc2ccccc2)nnc1C1CCCCC1	6	2.9	98	-1	2
55	CCOc1c(OC(C)=O)ccc(/C=C/c2ccc3cccc(OC)c3n2)c1[N+](=O)[O-]	10	2.6	106	-3	-9
56	O=C(c1ccco1)N1CCN(/C(=N/S(=O)(=O)c2cccs2)c2ccccc2Cl)CC1	5	0.4	102	-1	10
57	COc1ccc(C=CC(=O)c2ccc(OC)c(OC)c2O)cc1OC	-16	-0.8	94	46*	30
58	CC(C)[C@H](NC(=O)[C@@H]1Cc2ccccc2CN1)C(=O)Nc1ccc2c(c1)OCCO2	4	0.0	100	-2	-4
59	Cc1oc2cc(O)ccc2c(=O)c1-c1cnn(-c2ccccc2)c1	-3	-1.0	97	4	10
60	COc1ccc(-n2c(SCC(=O)N/N=C/c3ccccc3OCC(=O)O)nc3ccccc3c2=O)cc1	4	-0.5	100	-6	9

no.	MC4R ag barr	N-glyco inh	Exocytosis inh	aDG glyco act	HTR2A ag
49	-1.6	-1	-2	0.9	-2
50	-1.7	0	2	-0.1	-4
51	-2.2	0	-7	0.1	1
52	-3.2	0	-5	0.3	7
53	-2.2	1	-2	0.2	6
54	-1.2	-2	-1	0.3	-2
55	5.1	5	20	1.5	1
56	-1.8	-1	4	0.3	0
57	-2.0	37*	-9	0.3	-7
58	-0.4	-7	2	0.2	-3
59	1.1	1	4	0.3	-3
60	1.9	1	1	-0.1	2

# Exported with one line to a screen: part of the list above
51: CCCn1c(SCC(=O)OCc2ccccc2)nc2c1c(=O)n(C)c(=O)n2C
57: COc1ccc(C=CC(=O)c2ccc(OC)c(OC)c2O)cc1OC
60: COc1ccc(-n2c(SCC(=O)N/N=C/c3ccccc3OCC(=O)O)nc3ccccc3c2=O)cc1
52: CCN1CCN(Cc2c(O)ccc3c(C)cc(=O)oc23)CC1
56: O=C(c1ccco1)N1CCN(/C(=N/S(=O)(=O)c2cccs2)c2ccccc2Cl)CC1

screen / no.	51	57	60	52	56
MC4R antagonist	6	-16	4	6	5
iPSC survival up	1.1	-0.8	-0.5	-0.2	0.4
ABCB6 inh 2	98	94	100	96	102
ABHD5 PLIN5 PPI	-1	46*	-6	-1	-1
Cardio protect	0	30	9	9	10
MC4R ag barr	-2.2	-2.0	1.9	-3.2	-1.8
N-glyco inh	0	37*	1	0	-1
Exocytosis inh	-7	-9	1	-5	4
aDG glyco act	0.1	0.3	-0.1	0.3	0.3
HTR2A ag	1	-7	2	7	0

# Screening results (PubChem BioAssay)

# Not a hit list. Share with any hit: about 4.5%.
